TDP2 absorb: blocks human TDP2 phosphodiesterase activity; recombinant TDP2, T5PNP hydrolysis, p-nitrophenol absorbance 415 nm; O95551; inhibition, % at 12.8 µM; AID 720702; 370,000 tested, 0.34% active;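 active = inhibition above the mean of all tested compounds plus 3 SD, set per campaign, cut at about 25% in these data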;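 also: 0% = DMSO with enzyme and 100% = buffer with substrate but no TDP2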
Target sequence (O95551 whole entry, looked up): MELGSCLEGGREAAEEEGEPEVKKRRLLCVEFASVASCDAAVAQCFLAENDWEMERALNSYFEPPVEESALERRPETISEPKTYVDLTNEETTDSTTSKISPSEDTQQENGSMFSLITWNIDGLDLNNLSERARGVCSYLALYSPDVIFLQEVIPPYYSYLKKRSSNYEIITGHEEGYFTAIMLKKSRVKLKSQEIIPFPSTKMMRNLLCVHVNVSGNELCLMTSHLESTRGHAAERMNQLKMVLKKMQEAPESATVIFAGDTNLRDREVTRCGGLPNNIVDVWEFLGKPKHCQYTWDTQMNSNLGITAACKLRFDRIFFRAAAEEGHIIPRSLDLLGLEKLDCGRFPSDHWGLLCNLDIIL
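Incubation: 2 h at 37 °C; Test system: recombinant human TDP2; Quantity: enzyme 120 nM; Read-out basis: percent inhibition; Medium: 50 mM Tris-HCl pH 7.5 with Mg2+, KCl, DTT, BSA; Repeats: single replicate; Compound: 12.8 µM single point, 1% DMSO; Signal: epi absorbance; Reagent: 5 mM T5PNP chromogenic substrate; Benchmarks: no-enzyme high, DMSO-plus-enzyme low.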
PG9 Ab binder: PG9 antibody binding by small molecule; TR-FRET gp120-PG9 antibody binding; inhibition, % at 6.7 µM; 360,000 tested, 0.43% active; AID 624416; in the data active = inhibition above about 8.5%
PRMT1 inh: inhibitors of human PRMT1; recombinant PRMT1, activity-based probe fluorescence polarization; inhibition, % at 2.79 µM; 370,000 tested, 1.3% active; AID 652257;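 active = inhibition above about 21% made by adding two undisclosed values, limit read from the data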
SIAE inh: inhibitors of human sialic acid acetylesterase SIAE. Q9HAT2. SIAE FP-Rh probe binding, fluorescence polarization. inhibition, % at 9.66 µM. 370,000 tested, 0.69% active;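 active = inhibition above a cutoff: mean of compounds within the control limits plus 3 SD of those, cut at about 17% in these data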;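 also: 0% = plate median of compound wells and 100% = probe without SIAE protein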
HTRA1 inhibitor: blocks human HTRA1 serine peptidase; recombinant HTRA1, FP-rhodamine activity-based probe, fluorescence polarization; inhibition, % at 5.96 µM; 340,000 tested, 0.5% active; in the data active = inhibition above about 36%;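 also: 0% = enzyme with DMSO and 100% = wells lacking enzyme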
Target sequence (Q92743 whole entry, looked up): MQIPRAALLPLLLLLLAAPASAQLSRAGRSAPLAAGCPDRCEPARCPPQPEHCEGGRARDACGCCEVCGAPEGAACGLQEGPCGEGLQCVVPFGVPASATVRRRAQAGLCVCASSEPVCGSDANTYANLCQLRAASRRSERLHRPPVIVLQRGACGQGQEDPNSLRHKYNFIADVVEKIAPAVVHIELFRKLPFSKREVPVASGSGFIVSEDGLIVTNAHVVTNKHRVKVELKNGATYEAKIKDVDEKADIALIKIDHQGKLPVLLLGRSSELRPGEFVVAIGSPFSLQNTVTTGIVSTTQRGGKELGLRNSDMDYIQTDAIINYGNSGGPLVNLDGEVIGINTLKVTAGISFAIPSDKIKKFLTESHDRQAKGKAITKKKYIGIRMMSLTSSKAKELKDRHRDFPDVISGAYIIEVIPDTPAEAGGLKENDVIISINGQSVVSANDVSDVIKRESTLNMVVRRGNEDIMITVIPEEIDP
UHRF1 binding: UHRF1 methyl-DNA binding inhibition; inhibition, % at 4.4 µM; Q96T88; 370,000 tested, 0.75% active; UHRF1 binding to methylated oligo, TR-FRET; in the data active = inhibition above about 21%;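 also: UHRF1 SRA domain binding a hemimethylated CpG hairpin DNA probe; 0% = median of test compound wells and 100% = reference inhibitor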
DDE Tn7 FP inh: DD(E)-Tn7 binding inhibition, primary FP screen | FP displacement of FITC-Tn7 peptide from fibrin DD(E); 0% = median of compound wells per plate | 370,000 tested, 0.13% active | inhibition, % at 8.3 µM | AID 720508 | P02675;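 active = inhibition above the mean of compounds falling within the control limits plus 3 SD of them, cut at about 14% in these data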;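 also: 0% = plate median of compound wells and 100% = 10 µM Aha-Tn7 peptide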
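Also added: labelled Tn7 tracer, 0.1 µM; Assay system: human fibrin DD(E) protein; Amount: 2 µM fibrin DD(E); Schedule: 10 min compound pre-incubation, 3 h probe incubation at room temperature; Repeats: one replicate per compound; Read-out basis: percent inhibition; Measured by: fluorescence polarization of the labelled Tn7 tracer.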
mABHD4 FP: inhibits mouse alpha/beta hydrolase domain 4. Q8VD66. purified mABHD4, FP-Rh probe fluorescence polarization. inhibition, % at 8.92 µM. 370,000 tested, 0.54% active. AID 720543;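 active = inhibition exceeding the mean over every tested compound plus 3 SD, cut at about 30% in these data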;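 also: 0% = plate median of compound wells and 100% = S159A mutant with DMSO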
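Test system: mABHD4 protein; Read-out basis: % inhibition; Incubation: 45 min + 60 min at 25 °C; Repeats: single replicate; Technique: fluorescence polarization with parallel and perpendicular emission, 525/598 nm; Compound: 8.92 µM, single dose; Benchmarks: full inhibition S159A mutant plus DMSO, zero as sample-well median.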
TCR CD3 inh: human TCR-CD3 binding inhibition. TAMRA-labeled TCR probe fluorescence, biochemical. inhibition, % at 9.4 µM. 360,000 tested, 0.37% active. AID 651800; in the data active = inhibition above about 19%;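 also: recombinant mutant TCR 2C K166C tagged with TAMRA read by polarization; 0% = receptor in buffer alone and 100% = receptor with positive control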
LEDGF integ inh: blocks HIV-1 LEDGF/p75-dependent DNA integration. TR-FRET IN-LEDGF/p75 DNA integration, Eu/Cy5. inhibition, % at 3.7 µM. 370,000 tested, 0.64% active. AID 743269;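 active = inhibition above the screen-wide mean plus 3 SD, cut at about 13% in these data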;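 also: signal is the Cy5 over europium emission ratio at 671 and 618 nm; 0% = plate median of compound wells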
* hit, by the source's call; x = not tested or not shown. Compounds were not picked by outcome (roughly 4.2% active in at least one column).

SMILES | TDP2 absorb | PG9 Ab binder | PRMT1 inh | SIAE inh | HTRA1 inhibitor | UHRF1 binding | DDE Tn7 FP inh | mABHD4 FP | TCR CD3 inh | LEDGF integ inh
COCc1c(Br)c(C)nc(OCC(=O)N/N=C/c2ccc(C)o2)c1C#N | -6 | -2.0 | 5 | 16 | -11 | 0 | 1 | -2 | -2 | -1
CC(c1cccs1)N(C)Cc1nc(CCc2ccccc2)no1 (centres undefined) | -8 | -1.1 | -2 | 2 | -15 | -3 | -7 | 0 | -1 | 2
CCNC(=S)NCc1ccc(F)cc1 | -1 | -1.8 | -1 | 1 | 0 | 0 | 0 | 3 | 13 | -2
Cc1cc(C)cc(-n2c(C)cc(/C=C3\C(=N)N4N=C(CC(C)C)SC4=NC3=O)c2C)c1 | -3 | -2.4 | -3 | -5 | -10 | -2 | -5 | -7 | 4 | -2
O=C(Nc1cc(Oc2ccc(Cl)cc2)cc([N+](=O)[O-])c1)c1ccco1 | 11 | -1.1 | -3 | 4 | -28 | 5 | 4 | -16 | 9 | -2
O=C(CN1CCOCC1)Nc1nc(-c2ccc(Cl)cc2)cs1 | 10 | -1.4 | -1 | -6 | -3 | -1 | -1 | -9 | 3 | 2
C[C@H](CO)N1C[C@H](C)[C@@H](CN(C)S(=O)(=O)c2cn(C)cn2)Oc2c(NS(=O)(=O)c3cccs3)cccc2C1=O | -5 | -1.2 | -4 | 0 | 5 | -2 | -1 | 4 | -1 | 0
CCCCn1c(-c2csc3c2CCCC3)n[nH]c1=S | -14 | -4.4 | 15 | -3 | x | 2 | -6 | -13 | -1 | 2
Cc1ccc(C(=O)NC(=S)NNC(=O)CCN2CCOCC2)cc1 | -20 | -0.2 | 9 | -1 | 4 | 1 | -8 | 4 | 2 | 1
COP(=O)(OC)OC(C(=O)c1ccccc1)c1ccc(Cl)cc1 (centres undefined) | 3 | -0.4 | 3 | 15 | x | 1 | 1 | -10 | -6 | 1
CC(Sc1nnc(-c2ccco2)n1C)C(=O)N1C(C)CCCC1C (centres undefined) | -15 | -1.6 | 7 | -7 | 0 | 0 | -1 | -7 | -9 | 2
COC(=O)c1ccc2nc(-c3ccc(F)cc3)c(Cc3ccccc3)n2c1 | -1 | -0.3 | -1 | 2 | x | 23* | 6 | -10 | -3 | 7
O=C(O)c1cc(N/N=C/c2ccc(OCc3ccccc3)cc2)ccc1Cl | -12 | 0.1 | -7 | 8 | -4 | 6 | 0 | 2 | 8 | 10
C=C(C)Cn1c(C(C)NC(=O)CCC)nc2ccccc21 (centres undefined) | 4 | -0.5 | -1 | -2 | 13 | 2 | 1 | 0 | -3 | -2
O=C(NCCc1nnc2ccc(SCC(=O)N3CCCC3)nn12)c1ccc(F)cc1 | 9 | -0.9 | 2 | 3 | 1 | 0 | 0 | 3 | 5 | -3
COc1ccc(C(N)CCc2ccco2)cc1 (centres undefined) | -7 | -1.8 | 0 | -3 | 14 | -1 | 4 | 4 | 5 | -2
NC(=O)c1ccccc1OCC(=O)NS(=O)(=O)c1ccccc1 | -5 | 1.4 | 1 | 2 | 2 | 1 | -2 | 2 | 0 | -2
CC(C)(C)C(=O)NCc1ccc(C(=O)CN2C(=O)NC3(CCCC3)C2=O)s1 | 8 | 0.6 | 2 | -3 | -2 | 4 | 6 | 3 | -5 | -3
Cc1ccccc1NS(=O)(=O)c1ccc(C(=O)NCc2ccccc2CN2CCCC2)cc1 | -1 | -1.1 | -3 | 4 | 3 | 0 | 2 | 2 | 5 | 3
Cc1cccc(NC(=S)N2CCOCC2)c1C | 10 | -0.2 | -1 | -6 | -4 | -1 | 2 | 2 | -3 | -1
O=C(Nc1ccccc1Cl)c1cc(C2CCCCN2C(=O)CCc2ccccc2)on1 (centres undefined) | 8 | -0.4 | 1 | -3 | x | 0 | 5 | -2 | 3 | 1
Cc1coc(C)c1C(=O)CC1(O)C(=O)N(C)c2ccc(Cl)cc21 (centres undefined) | 8 | 0.5 | -1 | 7 | -1 | -2 | 3 | -1 | -13 | 0
CN(C)CCOC(=O)C12CC3CC(C1)CC(C(=O)OCCN(C)C)(C3)C2 | 16 | -1.1 | -4 | 4 | 7 | -2 | 3 | -3 | -3 | 0
COc1ccc(-c2c/c(=N\c3nc(-c4ccccc4)c(C)s3)c3ccccc3o2)cc1O | -6 | -0.2 | -3 | 5 | -4 | -2 | -1 | -2 | 5 | -1
COc1ccc(N2C(=O)C3C(C2=O)C(C(=O)c2ccc(Cl)cc2)N2CCCC32)cc1 (centres undefined) | -4 | -3.1 | 3 | -2 | -8 | 3 | -11 | -7 | -9 | 3
O=C(N/N=C/c1cccn1-c1ccc([N+](=O)[O-])cc1)C(O)c1ccccc1 (centres undefined) | -2 | -2.2 | 2 | 2 | 5 | -3 | 3 | 2 | 6 | -1
c1ccc2c(-c3nn4nnnc4c4ccccc34)cccc2c1 | -17 | -2.1 | 1 | -16 | -39 | 2 | 1 | -9 | -8 | 1
CCCCn1nnnc1C(c1cc2ccccc2o1)N1CCN(CC(=O)N2CCCC2)CC1 (centres undefined) | -3 | 0.8 | 0 | 0 | x | -3 | -8 | 1 | -1 | 1
Cc1ccc(S(=O)(=O)N2CC3C(=O)C[C@@H](c4ccccc4)N(S(=O)(=O)c4ccc(CCCOCCOCCNC(=O)OC(C)(C)C)cc4)C3CC2c2ccccc2)cc1 (some centres undefined) | -2 | -0.3 | -1 | -17 | x | 2 | 4 | -5 | 11 | 4
CCNc1nc(NCC)n2c(SCC(=O)c3ccc(C(C)C)cc3)nnc2n1 | -8 | -0.4 | 3 | -1 | -4 | 6 | -6 | 4 | -2 | -2
O=C(O)C1CCCN1C(=O)Nc1ccc(Cl)cc1 (centres undefined) | 4 | 0.0 | 0 | 9 | 8 | -2 | 1 | 5 | 5 | 0
Cc1nnsc1C(=O)NC1CCCc2c1cnn2-c1ccc(C(C)(C)C)cc1 (centres undefined) | -7 | 0.7 | 2 | 1 | -7 | -1 | -1 | -2 | 0 | 2
CCCn1c(COc2ccccc2)nc2ccccc21 | 2 | -1.5 | 9 | 3 | -10 | 0 | -3 | 2 | -3 | -4
CCOC(=O)c1cnc2ccc(OC)cc2c1NCc1ccccc1 | 3 | -1.0 | -2 | 4 | -12 | 0 | -8 | -2 | 7 | 0
COCCNC(=O)c1cc(-c2ccccc2)n(CC2CC(c3ccc(OC)cc3)=NO2)n1 (centres undefined) | 9 | -0.5 | -2 | 7 | 2 | 0 | 10 | -5 | 3 | 1
CC(C)(C)OC(=O)N1Cc2ccccc2C[C@H]1C(=O)NCC(=O)NCC1CCCO1 (some centres undefined) | 4 | -1.5 | -5 | 10 | 7 | 1 | -5 | 1 | 1 | -1
COc1cc(/C=C(/C#N)C(=O)Nc2ccccc2)c(Br)cc1OCc1ccc(C(=O)O)cc1 | 1 | -1.1 | 2 | -7 | -16 | 13 | -2 | -45 | 4 | 0
O=C(Oc1ccc(Cl)c(Cl)c1)C1=CC=CN2CCS(=O)(=O)N=C12 | -3 | 1.0 | -1 | 1 | 6 | 1 | -1 | -1 | -1 | -2
COc1c(S(=O)(=O)n2nc(C)cc2C)ccc(Cl)c1Cl | -9 | -0.9 | -3 | -6 | -5 | 0 | 1 | -5 | -1 | -3
COC(=O)C1=C(C)N(Cc2cccc(C(F)(F)F)c2)C(=NCc2ccc(OC)cc2)NC1c1cccc(Cl)c1 (centres undefined) | 2 | 0.8 | 1 | 3 | x | -1 | 0 | 27 | -6 | 2
CC1(C)Cc2c(C#N)c(NCCO)nc(-c3ccco3)c2CO1 | -3 | -2.6 | 15 | 2 | x | 1 | -6 | 6 | -6 | 5
Cc1ccc2nc(-c3ccccc3)c(Cc3ccccc3C(F)(F)F)n2c1 | -2 | 0.5 | 0 | 4 | x | 2 | 16* | 2 | 1 | 5
COc1ccccc1NC(=O)CSc1nc2ccccc2n1C(C)=O | 4 | -0.7 | -3 | 0 | -5 | -1 | -1 | -6 | -2 | 0
Brc1cccc(OCCCNC2CCCC2)c1 | 26* | -1.2 | -1 | 8 | 3 | 1 | -6 | 10 | 5 | 2

4 records picked at random from those above:
SMILES | TDP2 absorb | PG9 Ab binder | PRMT1 inh | SIAE inh | HTRA1 inhibitor | UHRF1 binding | DDE Tn7 FP inh | mABHD4 FP | TCR CD3 inh | LEDGF integ inh
COCc1c(Br)c(C)nc(OCC(=O)N/N=C/c2ccc(C)o2)c1C#N | -6 | -2.0 | 5 | 16 | -11 | 0 | 1 | -2 | -2 | -1
CC(Sc1nnc(-c2ccco2)n1C)C(=O)N1C(C)CCCC1C (centres undefined) | -15 | -1.6 | 7 | -7 | 0 | 0 | -1 | -7 | -9 | 2
COc1ccc(-c2c/c(=N\c3nc(-c4ccccc4)c(C)s3)c3ccccc3o2)cc1O | -6 | -0.2 | -3 | 5 | -4 | -2 | -1 | -2 | 5 | -1
Brc1cccc(OCCCNC2CCCC2)c1 | 26* | -1.2 | -1 | 8 | 3 | 1 | -6 | 10 | 5 | 2

Part of the list above, with each value named.
CC1(C)Cc2c(C#N)c(NCCO)nc(-c3ccco3)c2CO1
  TDP2 absorb = -3 | PG9 Ab binder = -2.6 | PRMT1 inh = 15 | SIAE inh = 2 | HTRA1 inhibitor = x | UHRF1 binding = 1 | DDE Tn7 FP inh = -6 | mABHD4 FP = 6 | TCR CD3 inh = -6 | LEDGF integ inh = 5

Cc1ccc2nc(-c3ccccc3)c(Cc3ccccc3C(F)(F)F)n2c1
  TDP2 absorb = -2 | PG9 Ab binder = 0.5 | PRMT1 inh = 0 | SIAE inh = 4 | HTRA1 inhibitor = x | UHRF1 binding = 2 | DDE Tn7 FP inh = 16* | mABHD4 FP = 2 | TCR CD3 inh = 1 | LEDGF integ inh = 5

COc1ccccc1NC(=O)CSc1nc2ccccc2n1C(C)=O
  TDP2 absorb = 4 | PG9 Ab binder = -0.7 | PRMT1 inh = -3 | SIAE inh = 0 | HTRA1 inhibitor = -5 | UHRF1 binding = -1 | DDE Tn7 FP inh = -1 | mABHD4 FP = -6 | TCR CD3 inh = -2 | LEDGF integ inh = 0

Assay outcomes from PubChem.
